Compound activity: PubChem, several laboratories
MLLE-PAM2 inh: inhibitors of microRNA-mediated deadenylation, human PABP1 MLLE binding. P11940. GST-MLLE / FITC-PAM2 fluorescence polarization. inhibition, % at 20 µM. 0.36% of 360,000 active. AID 588489; in the data active = inhibition above about 35%, passing the limit was not always enough;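 note: plate controls were DMSO wells with GST-MLLE for no effect and wells lacking GST-MLLE protein for full effect; some results filed as inactive read as strong as hits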
Target sequence (P11940 whole entry, looked up): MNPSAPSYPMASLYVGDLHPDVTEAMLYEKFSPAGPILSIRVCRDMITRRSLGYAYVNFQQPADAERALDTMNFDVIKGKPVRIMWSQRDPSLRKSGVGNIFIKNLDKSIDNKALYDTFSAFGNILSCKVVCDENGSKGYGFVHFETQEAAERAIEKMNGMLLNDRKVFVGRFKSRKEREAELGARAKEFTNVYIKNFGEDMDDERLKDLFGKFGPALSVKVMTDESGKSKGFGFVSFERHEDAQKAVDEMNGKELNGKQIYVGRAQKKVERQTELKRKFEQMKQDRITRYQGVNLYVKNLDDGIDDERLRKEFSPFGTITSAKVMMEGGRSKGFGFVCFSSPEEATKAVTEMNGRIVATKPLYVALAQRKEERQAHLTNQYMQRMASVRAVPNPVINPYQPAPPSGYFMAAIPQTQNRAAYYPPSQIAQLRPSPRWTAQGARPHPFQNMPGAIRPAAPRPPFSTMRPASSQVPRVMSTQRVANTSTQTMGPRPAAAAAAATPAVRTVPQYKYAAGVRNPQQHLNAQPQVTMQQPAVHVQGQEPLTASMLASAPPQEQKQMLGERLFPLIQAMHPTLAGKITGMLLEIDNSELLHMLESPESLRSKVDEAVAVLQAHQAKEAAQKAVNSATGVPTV
bovine MsrA act: activators of bovine methionine sulfoxide reductase A; purified bovine MsrA, absorbance read-out; activation, % at 10.6 µM; 0.3% of 360,000 active; in the data active = activation above about 7.5%;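 note: 0% = vehicle and 100% = reference activator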
MT1-MMP act inh: inhibitors of human MT1-MMP activation; 0.061% of 360,000 active; GFP/RFP ratio change, % at 20 µM; P50281; HT1080 RFP-PRO-GFP cells, GFP/RFP ratio fluorescence, overnight; percent of plate control window, DMSO zero; AID 651647;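 active = GFP/RFP ratio change of at least 30% with cell ATP level not reduced by more than half and red fluorescence within 50% of control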; note: strong numbers were not always called active
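Assay system: HT1080 RFP-PRO-GFP cells. Benchmarks: DMSO vehicle wells and RFP-L50D-GFP reporter cell wells. Times: overnight cell settling, then overnight compound exposure, 37 °C, 5% CO2. Compound: 20 µM single dose, 1% DMSO. Read-out basis: GFP/RFP fluorescence ratio.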
SKN-1 inh: C. elegans SKN-1 inhibition; 0.49% of 360,000 active; inhibition, % at 21.8 µM; C. elegans VP596 Pgst-4::GFP/RFP ratio, acrylamide-induced, 24 h;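 active = interference check ratio from 0.5 to 1.5 plus GFP to RFP signal ratio inhibition reaching or exceeding a fixed threshold, cut at about 30% in these data, passing the limit was not always enough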; note: some compounds called inactive have numbers as strong as hits
eLon inh: inhibits E. coli Lon protease. inhibition, % at 7.94 µM. purified E. coli Lon protease, fluorescence polarization. P0A9M0. 0.42% of 360,000 active; in the data active = inhibition above about 13%, passing the limit was not always enough;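 note: 0% = enzyme with probe and DMSO and 100% = no enzyme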
MsrA inh: inhibits bovine methionine sulfoxide reductase A | inhibition, % at 15.5 µM | purified bovine MsrA, absorbance read-out | 0.75% of 360,000 active; in the data active = inhibition above about 4.5%;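 note: 0% = vehicle wells with enzyme and 100% = reference inhibitor wells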
FAS TE block: FAS thioesterase (human) inhibition; P49327; recombinant FAS-TE, OMFH fluorogenic substrate, fluorescence endpoint; inhibition, % at 15 µM; 0.67% of 360,000 active;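 active = compounds whose normalised, plate-corrected inhibition of enzyme fluorescence in the single-dose primary screen is 50% or more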;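 note: 0% = DMSO with enzyme and 100% = substrate without enzyme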
CendR NRP1 mod: modulators of CendR peptide binding to human neuropilin-1; O14786; FAM-RPARPAR peptide binding to NRP-1, fluorescence polarization; inhibition, % at 25 µM; 0.85% of 360,000 active; AID 602438;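 active = inhibition or corrected inhibition above about 18%, plus a signal ratio from 0.5 to 1.5, limit read from the data, passing the limit was not always enough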; note: strong numbers were not always called active
Tb MetRS inh: Trypanosoma brucei MetRS inhibition; purified T. brucei MetRS, ATP depletion, Kinase-Glo luminescence; inhibition, % at 11.9 µM; 0.4% of 360,000 active;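 active = inhibition above a per-plate cutoff of the control wells' mean inhibition plus 3 SD, cut at about 5.5% in these data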;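 note: 0% = DMSO wells median and 100% = median of wells with control inhibitor compound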
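Dosing: 11.9 µM single point; system: parasite MetRS enzyme; technique: luminescence of leftover ATP; times: 15 min enzyme-compound preincubation, 2 h reaction, 10 min detection, 25 °C; replicates: each compound tested once; read-out basis: percent inhibition relative to median high and low control wells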
Active calls of the source: *; / = no result given; & = joins results of further samples.

Order of results: MLLE-PAM2 inh	bovine MsrA act	MT1-MMP act inh	SKN-1 inh	eLon inh	MsrA inh	FAS TE block	CendR NRP1 mod	Tb MetRS inh
CCn1c(-c2ccccc2)csc1=Nc1ccc(O)cc1
→ 4	-11	2	-9	4	0.4	6	-4	-0.8
O=C(O)CC1(CC(=O)Nc2cc(C(F)(F)F)cc(C(F)(F)F)c2)CCCCC1
→ -3	-2	-1	-7	2	0.9	2	-6	-0.1
COc1ccc(C(=O)OCC(=O)N2c3ccccc3CC2C)cc1S(=O)(=O)N1CCOCC1 (stereo unspecified)
→ -1	-1	2	9	-7	-1.5	-6	-3	0.0
COc1cccc(CC(=O)NNC(=O)c2c(-c3ccccc3)noc2C)c1
→ 6	-3	1	-7	-2	0.9	-8	2	-0.5
CCN(CC)CCNC(=O)/C(=N\O)c1ccccn1
→ 6	-2	0	-5	-7	-0.3	-8	-6	0.3
Cc1cc(C)c(S(=O)(=O)N2CCCC(C(=O)NCc3cccnc3)C2)c(C)c1 (stereo unspecified)
→ 5	-2	-2	-6	-9	0.5	-3	-2	-0.2
O=C(Nc1cccc2ccccc12)C1CCN(C(=O)NCc2ccccc2)CC1
→ -17	-5	-14	12	12	-0.5	-9	6	-1.8
Cc1ccc(S(=O)(=O)N2CCN(C(=O)Cn3nc(C)c([N+](=O)[O-])c3C)CC2)cc1
→ 8	1	-1	1	0	-1.3	0	-1	-0.3
O=[N+]([O-])c1cc(-c2ccccc2)cc([N+](=O)[O-])c1O
→ -6	-6	13	-12	-2	0.8	4	17	-0.2
Cc1cc(C(=O)NCC(=O)OCC(=O)N2CCCCCC2)ccc1[N+](=O)[O-]
→ 0	-1	1	-4	-10	-1.1	-2	4	-0.5
Cc1cc(C)cc(NC(=O)COC(=O)Cn2cnc3c2c(=O)n(C)c(=O)n3C)c1
→ 3	-3	1	8	-11	-0.3	-9	10	-0.2
COc1ccc(C)cc1NS(=O)(=O)c1ccc2c(c1)N(C)CCO2
→ -2	-5	3	14	-2	1.8	1	16	-0.8
O=C(Cn1ncc2c([nH]c3ccccc32)c1=O)N1CCN(c2ccccc2F)CC1
→ -8	-3	4	-12	-12	-0.3	0	-6	-0.8
COc1ccc(-c2nc3ccccc3c(=O)n2CCOc2cccc(C)c2C)cc1
→ 14	-10	-7	0	-6	-0.4	40	-3	-0.4
O=S(=O)(c1ccc(C(F)(F)F)cc1)N1CCN(CCOc2ccccc2)CC1
→ 0	0	-4	18	-5	-0.2	18	8	-0.4
CCOc1ccc(OCCN2C(=O)NC3(CCCc4ccccc43)C2=O)cc1 (stereo unspecified)
→ 3	-4	2	7	4	3.2	10	3	-0.2
CCOc1ccccc1C(=O)NC(C(=O)NCc1ccc(F)cc1)C(C)C (stereo unspecified)
→ 17	-13	2	-2	4	-0.5	6	6	-1.9
CCOC(=O)c1c(-c2ccccc2)c(C(C)=O)c(=O)n(C)c1C
→ -6	-3	-2	-4	-1	1.1	-7	9	-0.7
CC(C)(C)N(NC(=O)Nc1ccc(Cl)cc1)C(=O)c1ccccc1
→ 14	-5	-8	-7	-2	-0.2	0	29*	-1.4
Cc1oc(C)c(C(=O)O)c1COc1ccc(C(=O)O)cc1
→ -11	-3	1	-13	-6	-2.0	-6	-4	0.3
CCCC(=O)Nc1cc2c(cc1C(C)=O)OCCO2
→ 4	-3	1	-3	0	-0.9	-3	6	0.1
CC(=O)N[C@@H](C)C(=O)N1CCC(n2nccc2NC(=O)CCCc2ccccc2)CC1
→ 1	-2	0	-14	-2	2.1	-7	12	-0.1
Cc1cccc(C(=O)Nc2sc(C(=O)N3CCCC3)c(C)c2C#N)c1
→ -14	-3	-7	6	-11	0.3	-5	1	0.0
Nc1nc2ncc(C(=O)c3cc(Cl)cc(Cl)c3O)cc2s1
→ -10	-18	-12	-7	-3	1.0	12	9	-0.4
CCCCCCCCC(=O)NCCOc1ccccc1
→ 11	-3	7	3	-12	0.6	14	12	-0.3
CCN(CC(=O)Nc1c(F)cccc1F)C(=O)c1ccc2c(c1)NC(=O)C(C)S2 (stereo unspecified)
→ 6	-6	5	-25	-3	0.3	-6	-10	0.1
O=C(COC(=O)c1ccco1)c1ccc(Cl)cc1
→ -16	-12	2	17	2	-0.6	1	10	-1.6
Cc1cc(C)c(NC(=O)CCCN2CCN(C)CC2)c(C)c1
→ -2	-5	10	3	4	0.8	1	1	-1.0
CCOc1ccccc1NC(=O)CCNC(=O)c1ccco1
→ 5	0	1	12	-7	-0.4	0	9	-0.2
C[C@H]1CN=C(Nc2ccccc2)N1CC1CCCCCC1
→ 3	-1	3	11	-4	-0.4	-6	4	-0.3

Carrying on:
Order of results: MLLE-PAM2 inh	bovine MsrA act	MT1-MMP act inh	SKN-1 inh	eLon inh	MsrA inh	FAS TE block	CendR NRP1 mod	Tb MetRS inh
CC(=O)Nc1c(O)nc(SCC(=O)N2CCCCC2)[nH]c1=O
→ 23	-12	-1	-11	-5	-0.7	-3	2	-0.7
COC(=O)c1ccccc1NC(=O)NCc1ccccn1
→ -3	-3	-4	2	7	0.7	-8	-5	0.1
Cc1ccc(C(=O)Nc2ccccc2C(N)=O)o1
→ 19	-5	4	0	4	0.2	-10	12	-1.4
COc1ccc(C2C(C(=O)OCC3CCCO3)=C(C)NC3=C2C(=O)CC(c2ccco2)C3)cc1O (stereo unspecified)
→ 3	-6	6	1	7	1.7	-2	-10	-0.2
Cc1nc(SCc2cccc(Oc3ccccc3)c2)n[nH]1
→ -7	3	-4	-3	-5	0.8	-4	-7	-0.6
Cc1ccccc1OCC(=O)NC(Cc1c[nH]c2ccccc12)C(=O)O (stereo unspecified)
→ 0	-3	-1	2	-2	0.6	-4	3	-0.3
COc1ccccc1Cc1c(C(C)(C)C)nc2c3ccccc3ccn12
→ 19	-3	-11	-1	-16	0.2	0	5	-0.6
COc1ccccc1C(=O)NC(C)c1ccc(-n2ccnc2)cc1 (stereo unspecified)
→ 12	-3	5	13	13	-0.6	-3	12	-0.4
COC(=O)C1CCN(Cc2c(C(=O)N3C[C@@H](C)O[C@@H](C)C3)nc3ccc(Cl)cn23)CC1
→ 3	-10	0	10	0	1.1	-7	0	0.3
CC(=O)N/N=C\c1cccc(OC/C=C/c2ccccc2)c1
→ 4	-4	2	5	-9	0.3	4	-1	-0.1
CC1Oc2ccccc2C=C1/C=N/NC(=O)c1ccccc1O (stereo unspecified)
→ -3	-2	-1	7	-6	2.6	-8	2	0.8
CC1(C)CC2CC(C)(CN2C(=O)COC(=O)c2ccc(Cl)cc2N)C1 (stereo unspecified)
→ -2	-6	3	-18	7	-0.8	9	11	-1.1
Cc1[nH]nc(N)c1-c1ccccc1
→ -6	-8	-5	-6	4	0.5	-8	4	-1.2
O=C1CC(N2CCCN(C3CC(=O)N(c4ccc(F)cc4)C3=O)CC2)C(=O)N1c1ccc(F)cc1 (stereo unspecified)
→ 4	-3	-2	-19	-4	0.4	-4	-8	-1.2
CCOc1ccc2c(c1)/C(=C(\C(Cl)=C(Cl)Cl)[N+](=O)[O-])N2
→ -11	-12	-13	-4	12	-1.0	-14	-14	-1.1
Cc1cc(C)c2c(n1)SCC(=O)N2CC(=O)Nc1ccc(Br)c(C)c1
→ 8	-5	-8	-6	3	0.6	0	-2	0.2
COC(=O)C1=C(C)NC(C)=C(C(=O)OC)C1C(=O)OCC(=O)N1c2ccccc2CC1C (stereo unspecified)
→ 9&-4	0&-7	2&-1	8&-15	-5&-2	2.3&1.0	-6&-2	11&-2	-0.2&-0.2
O=[N+]([O-])c1ccc(/C=[N+](\[O-])[C@@H]2CCCC[C@@H]2/[N+]([O-])=C/c2ccc([N+](=O)[O-])o2)o1
→ 5	0	5	-12	9	2.1	41	0	-0.5
COc1ccc(OCC(=O)NC(=S)Nc2ccccc2F)cc1
→ 24	/	1	3	/	0.1	6	9	/
Cc1ccc(CC(=O)Nc2cccc(C(=O)Nc3c(C)n(C)n(-c4ccccc4)c3=O)c2)cc1C
→ -16	-2	9	13	-4	0.5	-3	-15	-0.3
COc1ccc(/C=C2\NC(=S)N(CC3CCCO3)C2=O)c(OC)c1C (stereo unspecified)
→ -95	-2	-7	1	-3	1.0	3	2	-0.2
CCOC(=O)c1c(NC(=O)COC(=O)c2ccccn2)sc(C)c1C
→ 1	-1	-4	-1	-2	-1.4	-2	-2	-0.2
Cc1ccccc1N(CC(=O)N/N=C/c1cc(Br)c(C)o1)S(C)(=O)=O
→ 13	-4	-2	6	6	0.8	0	-16	-0.6
COc1ccc(OC)c2c1sc(=NC(=O)C1CCCCC1)n2C
→ 23	-4	1	-13	5	0.8	-2	-7	-0.2
CC(C)(C)N(Cc1ccccc1)C(=O)c1ccc(Cl)cc1[N+](=O)[O-]
→ 12	-5	-1	15	1	0.3	29	-4	-0.2
C=CCn1c(=O)/c(=C/c2ccc(Cl)cc2)s/c1=C(/C#N)c1nnc2n1CCCCC2
→ 8	0	8	7	-8	1.2	45	-3	0.0
Clc1ccc(-c2[nH]ncc2N=Nc2ccccc2)cc1
→ -5	-2	4	22	3	3.7	-60	-6	-0.7
CN(CC(=O)Nc1ccccc1Br)CC(=O)Nc1ccccc1-c1ccccc1
→ 3	-2	0	-9	-1	-0.7	5	10	-0.5
CCCCNC(=O)c1cc(-c2ccccc2)sc1N
→ /	/	-5	13	/	0.6	/	-51	-0.4
S=C(Nc1ccc(Cl)cc1Cl)Nc1ccccc1Oc1ccccc1
→ 26	2	1	0	0	/	18	3	-0.4

Profiles, quoted from the list. Values in the order: MLLE-PAM2 inh	bovine MsrA act	MT1-MMP act inh	SKN-1 inh	eLon inh	MsrA inh	FAS TE block	CendR NRP1 mod	Tb MetRS inh
Listed for C=CCn1c(=O)/c(=C/c2ccc(Cl)cc2)s/c1=C(/C#N)c1nnc2n1CCCCC2 → 8	0	8	7	-8	1.2	45	-3	0.0
Listed for CCCCNC(=O)c1cc(-c2ccccc2)sc1N → /	/	-5	13	/	0.6	/	-51	-0.4
Listed for Cc1nc(SCc2cccc(Oc3ccccc3)c2)n[nH]1 → -7	3	-4	-3	-5	0.8	-4	-7	-0.6

Next results.
Order of results: MLLE-PAM2 inh	bovine MsrA act	MT1-MMP act inh	SKN-1 inh	eLon inh	MsrA inh	FAS TE block	CendR NRP1 mod	Tb MetRS inh
CC1OC(Nc2ccc(N=Nc3ccccc3)cc2)C(O)C(O)C1O (stereo unspecified)
→ 0	-4	6	17	3	2.3	-6	-8	0.3
O=C(c1ccccc1)c1ccc(OCCCCN2CCCCC2)cc1
→ 4	-4	5	19	-2	1.4	-2	12	-0.1
COc1cc(C)ccc1S(=O)(=O)NC(=O)C1(C)CCN1C(=O)Cc1ccccc1Cl (stereo unspecified)
→ 6	-8	2	17	-8	-0.5	-11	-3	-0.5
O=C(C/C(=N/O)c1ccccc1O)C(F)F
→ -10	1	-4	1	-3	0.9	-8	11	-0.1
CN1CCN(C(=O)C2CCCN(S(=O)(=O)c3ccc(Br)cc3)C2)CC1 (stereo unspecified)
→ -11	-2	-2	0	1	-1.0	-5	2	-0.2
O=C1CCC(C(=O)N2CCN(c3cnccn3)CC2)CN1CCc1cccc(F)c1 (stereo unspecified)
→ 2	-3	0	22	4	2.4	-3	4	0.1
Cc1cc(C=C(C#N)C#N)c(C)n1-c1ccccc1
→ -8	-3	1	20	0	-0.6	-1	13	-0.3
COc1cccc(CNc2ccc([N+](=O)[O-])cc2Cl)c1O
→ -1	-5	0	-11	-4	2.4	22	5	17*
COC(=O)c1cc(S(=O)(=O)N2CCCC2)c(Cl)cc1Cl
→ 9	-4	-2	5	12	0.1	1	6	-0.8
Cc1cccc(-n2c(CNC(=O)Cc3ccccc3)n[nH]c2=S)c1
→ 12	-1	2	-4	-3	0.4	-2	10	0.6
